# Bcl-xL primary: Bcl-xL (human) inhibition | Q07817 | actives 0.7% (n = 320,000) | inhibition, % at 10.9 µM | GST-Bcl-xL / FITC-Bim BH3 peptide fluorescence polarization;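 active = inhibition above the mean of all tested compounds plus 3 SD, cutoff set per campaign, cut at about 30% in these data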;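 note: 0% = DMSO wells and 100% = unlabeled Bim-BH3 peptide competitor; inhibitors lower millipolarization by displacing the labeled peptide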
# Target sequence (Q07817 whole entry, looked up): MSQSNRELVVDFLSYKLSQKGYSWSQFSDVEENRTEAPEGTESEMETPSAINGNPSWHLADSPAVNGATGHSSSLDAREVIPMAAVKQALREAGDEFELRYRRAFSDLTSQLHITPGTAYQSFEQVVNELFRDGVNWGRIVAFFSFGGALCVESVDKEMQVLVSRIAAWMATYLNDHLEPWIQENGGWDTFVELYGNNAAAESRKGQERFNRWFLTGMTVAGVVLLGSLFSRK
# pPAFAH inh: pPAFAH (human) enzyme inhibition; recombinant pPAFAH, FP-rhodamine probe fluorescence polarization; inhibition, % at 3.39 µM; actives 1.5% (n = 330,000);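 active = inhibition above the mean inhibition across the screen plus 3 SD, cut at about 25% in these data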;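 note: inhibitors block binding of the rhodamine activity-based probe so polarization drops; 0% = enzyme with DMSO and 100% = wells lacking pPAFAH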
# Target sequence (Q13093 whole entry, looked up): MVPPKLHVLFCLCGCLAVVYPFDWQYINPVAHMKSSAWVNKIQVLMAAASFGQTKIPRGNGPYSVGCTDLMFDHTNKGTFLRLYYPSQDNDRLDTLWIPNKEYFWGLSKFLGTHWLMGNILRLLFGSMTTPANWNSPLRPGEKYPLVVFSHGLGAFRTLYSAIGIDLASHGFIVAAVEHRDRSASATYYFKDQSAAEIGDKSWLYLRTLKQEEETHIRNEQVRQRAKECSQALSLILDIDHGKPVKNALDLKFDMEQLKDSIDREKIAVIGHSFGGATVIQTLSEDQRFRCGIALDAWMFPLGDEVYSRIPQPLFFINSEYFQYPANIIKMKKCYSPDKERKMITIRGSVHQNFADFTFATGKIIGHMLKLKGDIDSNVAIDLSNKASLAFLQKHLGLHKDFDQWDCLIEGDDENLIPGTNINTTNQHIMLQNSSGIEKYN
# MEX-5 binding: C. elegans MEX-5 TCR-2 RNA binding activity | AID 1832 | MEX-5/FITC-TCR2 RNA binding, fluorescence polarization; hits give low values | actives 0.38% (n = 300,000) | activity score (negative = inhibition of binding), % at 10 µM | Q9XUB2;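 active = inhibition past about -25% in most replicates, and total fluorescence under double the plate's negative control median, limit read from the data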;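 note: 0% = DMSO and -100% = 5 µM competing unlabeled TCR2 RNA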
# PME-1 primary: PME-1 (human) inhibition. Q9Y570. recombinant PME-1, FP-Rh probe fluorescence polarization. inhibition, % at 5.9 µM. actives 0.53% (n = 320,000). AID 2130;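 active = inhibition above the campaign mean of all compounds plus 3 SD, cut at about 26% in these data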;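 note: competitive labeling of PME-1 active site by serine hydrolase directed probe; 0% = PME-1 with DMSO and 100% = wells lacking PME-1 enzyme; inhibitors block probe labeling so polarization falls and inhibition rises; many of its hits are not listed in these tables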
# AHR activator: activates the human aryl hydrocarbon receptor; P35869; activation, % at 5 µM; AID 2796; AHR-responsive luciferase reporter cells, luminescence; actives 2.5% (n = 320,000); in the data active = activation above about 47%;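 note: 0% = vehicle wells and 100% = reference agonist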
# Fam108B counter: counter-screen for RBBP9 inhibitors: inhibitors of mouse Fam108B; recombinant Fam108B, FP-Rh probe fluorescence polarization; inhibition, % at 9.51 µM; actives 0.33% (n = 300,000);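 active = inhibition above the screen mean inhibition plus 3 SD, computed separately per campaign, cut at about 18% in these data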;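 note: inhibitors lower polarization as less probe binds the enzyme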
# MCL1 BIM primary: MCL1-BIM-BH3 interaction inhibition (human). actives 0.68% (n = 320,000). AID 2057. GST-MCL1 / FITC-Bim-BH3 fluorescence polarization. inhibition, % at 10.9 µM;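 active = inhibition above the mean inhibition of all tested compounds plus 3 SD, set per campaign, cut at about 40% in these data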;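 note: 0% = DMSO wells and 100% = unlabeled Bim-BH3 peptide control; higher means more loss of mP so more displacement of Bim peptide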
# Target sequence (Q07820 whole entry, looked up): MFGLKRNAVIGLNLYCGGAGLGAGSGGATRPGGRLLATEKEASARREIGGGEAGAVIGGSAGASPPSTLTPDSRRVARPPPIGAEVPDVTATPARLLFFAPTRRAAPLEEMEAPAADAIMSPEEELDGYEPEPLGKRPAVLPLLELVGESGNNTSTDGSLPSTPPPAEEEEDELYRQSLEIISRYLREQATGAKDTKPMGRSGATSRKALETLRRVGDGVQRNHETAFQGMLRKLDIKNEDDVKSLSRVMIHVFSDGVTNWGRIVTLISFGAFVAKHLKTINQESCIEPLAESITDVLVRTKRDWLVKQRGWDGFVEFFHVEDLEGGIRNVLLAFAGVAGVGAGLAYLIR
# PAFAH1B2 inh: PAFAH1B2 (human) inhibition; recombinant PAFAH1B2, FP-rhodamine activity probe, fluorescence polarization; inhibition, % at 3.39 µM; actives 1.2% (n = 340,000); AID 492953;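 active = inhibition above the mean of all tested compounds plus 3 SD, cut at about 24% in these data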;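 note: 0% = enzyme with DMSO and 100% = wells lacking PAFAH1B2; many of its hits are not listed in these tables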
# GLD-1 RNA inh: GLD-1-TGE RNA interaction inhibition (C. elegans) | Q17339 | purified GLD-1 + fluorescein TGE RNA, fluorescence polarization | inhibition, % at 5.96 µM | actives 0.44% (n = 320,000);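 active = percent inhibition above a per-plate cutoff, the plate mean of test compounds plus 3 SD, cut at about 30% in these data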;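 note: 0% = DMSO wells with GLD-1 and probe and 100% = wells lacking GLD-1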
# An asterisk follows results filed as active; . = no result given.
SMILES,Bcl-xL primary,pPAFAH inh,MEX-5 binding,PME-1 primary,AHR activator,Fam108B counter,MCL1 BIM primary,PAFAH1B2 inh,GLD-1 RNA inh
Cn1c(SCC(=O)OC2CCCCC2)nnc1-c1ccco1,4,-2,-3.0,-9,-9,-3,0,3,-1
CC(=O)N1[C@H](Cc2ccccc2)C=C[C@]1(C)C(=O)NCCN1CCOCC1,-4,13,-0.7,7,4,3,-9,4,5
CCOC(=O)C1=C(C)N(CC(C)C)C(=O)/C1=C\c1ccc(OCC(=O)Nc2ccccc2)cc1,2,9,-1.2,-5,-1,-10,-5,3,6
CC1CCN(c2nc3c(c(=O)[nH]c(=O)n3C)n2CCCc2ccccc2)CC1,1,-3,-0.7,-1,-1,1,0,5,-1
CCOc1ccc(NC(=O)CN2CCN(CC(=O)Nc3cc(OC)cc(OC)c3)CC2)cc1,4,2,.,4,-1,2,-3,3,-3
CCOc1ccccc1NC(=O)C1CCCN(C(=O)NCc2ccccc2)C1 (stereo unspecified),4,2,3.2,-3,1,2,10,-3,7
CCN(CC)S(=O)(=O)c1ccc(OC)c(NS(=O)(=O)Cc2ccccc2)c1,5,14,3.7,21,0,2,4,3,9
CN1CCCCc2c1nc1c(c2N)CCCC1,2,-1,0.1,0,2,0,-16,3,-1
Cc1sc2ncnc(N)c2c1C,0,-6,1.2,-2,8,-7,-5,0,3
Cc1cc(C)cc(NC(=O)NCC(O)COc2ccc([N+](=O)[O-])cc2)c1 (stereo unspecified),2,10,1.9,4,8,-2,-4,5,-2
CCC1=C(OC(=O)N(CC)CC)N2C(=O)OC(=NCC3CC3)[C@]2(Cc2ccccc2)[C@H]2C1=CC[C@H]1C(=O)N(c3ccccc3)C(=O)[C@H]12,-3,9,-0.6,-2,2,-6,0,3,10
CCOC(=O)c1sc(N)c(C#N)c1COC(=O)CNC(=O)c1ccccc1,-68,8,4.5,7,4,-1,-129,0,-78
COc1nc(-c2ccccc2)ccc1-c1noc(-c2ccccc2)n1,1,0,-0.4,-11,45,-21,0,-4,1
COC(=O)Cc1ccc(NC(=S)NCc2ccccc2)cc1,6,4,-1.0,1,1,0,12,0,6
CCN(CC)S(=O)(=O)c1ccc(N(C)C)c(NC(=O)CSCc2c(C)noc2C)c1,-1,-2,-1.0,16,-1,-4,-8,-1,3
Cc1ccccc1Cn1ccc(NC(=O)c2cnn3c(C(F)(F)F)cc(-c4ccco4)nc23)n1,-8,-10,1.3,-9,48*,-11,-5,-10,-1
COc1ccc(C2(C)ON(c3ccccc3C(F)(F)F)C2=O)cc1 (stereo unspecified),4,-2,.,-3,-1,.,5,-1,4
C=CCn1c(SCC(=O)Nc2ccc3c(c2)OCO3)nc2ccccc2c1=O,6,7,0.1,2,33,-1,0,1,-1
C(=C\c1ccncc1)/c1ccncc1,4,3,0.6,0,1,1,9,-1,2
O=C(NCC1CC1)c1cccc2c1C(=O)c1ccc(-c3ccc(OC(F)(F)F)cc3)cc1S2(=O)=O,.,-4,.,.,1,.,.,5,-1
Cc1cc(C)c2sc(NC(=O)c3ccc(N4C(=O)CCC4=O)cc3)nc2c1,-1,3,-0.7,-3,7,-8,-3,-4,2
O=C(Cn1cc(C(F)(F)F)cc(Cl)c1=O)NCc1ccccc1,0,-4,-1.4,-4,5,-4,6,2,1
CC(=O)NC(c1ccc(Cl)cc1)c1c(O)ccc2ccc(O)cc12 (stereo unspecified),6,1,-8.5,-4,0,1,0,10,2
Cc1nc(SCC(=O)NC(=O)NC2CCCCC2)nc(C)c1C,4,0,0.3,2,1,0,4,0,-1
CCOC(=O)N/N=C(/C)c1ccc([N+](=O)[O-])o1,3,2,-5.3,-2,0,-3,6,7,-2

# Compounds shown so far that have a thiophene ring, fused or not (2):
SMILES,Bcl-xL primary,pPAFAH inh,MEX-5 binding,PME-1 primary,AHR activator,Fam108B counter,MCL1 BIM primary,PAFAH1B2 inh,GLD-1 RNA inh
Cc1sc2ncnc(N)c2c1C,0,-6,1.2,-2,8,-7,-5,0,3
CCOC(=O)c1sc(N)c(C#N)c1COC(=O)CNC(=O)c1ccccc1,-68,8,4.5,7,4,-1,-129,0,-78

# New compounds follow.
SMILES,Bcl-xL primary,pPAFAH inh,MEX-5 binding,PME-1 primary,AHR activator,Fam108B counter,MCL1 BIM primary,PAFAH1B2 inh,GLD-1 RNA inh
CC(C)NC(=O)Nc1ccc2c(c1)CC(=O)N([C@@H](C)CO)C[C@H](C)[C@@H](CN(C)C(=O)NC1CCCCC1)O2,.,3,.,.,-1,.,.,3,2
Cn1cc(-c2ccccc2C(N)=O)c(=O)c2cc(Cl)ccc21,5,-3,-1.8,-5,7,-2,1,2,2
COc1ccc(/C(C)=N/NC(=O)c2ccc(CSc3nncn3C)cc2)cc1,-6,3,0.7,-7,7,4,-1,-4,5
C/C(=N\OCc1ccccc1C#N)c1cc2ccccc2o1,-11,-2,0.2,1,-8,-3,3,-1,5
CN1CCC(=O)N([C@H](CSc2ccccc2)Cc2ccccc2)CC1,3,-3,-0.1,6,3,2,4,4,-3
CN(C)c1nc(N)nc(Nc2ccccc2C#N)n1,2,0,0.3,4,13,7,-5,-4,1
Cc1c(N=C2SCC(=O)N2/N=C/c2ccccc2Cl)c(=O)n(-c2ccccc2)n1C,-3,7,2.6,8,2,1,2,2,5
Cc1ccc(S(=O)(=O)N2CCCC(C(=O)NC3CCCC3)C2)cc1Cl (stereo unspecified),1,-2,0.0,3,0,3,4,1,14
COc1ccc(Cl)cc1NC(=S)N(Cc1cccnc1)Cc1ccco1,3,7,0.2,2,16,1,1,2,2
COc1ccc(OC)c(-c2cc(C(=O)Nc3c(C)nn(Cc4ccc(Cl)cc4)c3C)no2)c1,-5,-3,1.9,-11,-8,-14,-8,-2,-3
COc1ccc(C)cc1-n1cnnn1,2,3,0.4,2,-4,4,5,3,4
Cn1c(CCNC(=O)c2ccco2)nc2cc(NS(=O)(=O)c3ccc(Cl)cc3)ccc21,4,3,-0.8,-11,1,0,2,25*,5
Cc1ccc(NC(=O)/C=C/c2ccc3c(c2)OCO3)cc1S(=O)(=O)N1CCOCC1,10,3,-1.7,-28,16,-7,-12,4,5
CCOc1ccccc1NC(=O)NCCCCc1ccccc1,3,1,-1.5,7,16,-1,-1,6,-1
Cc1cc(C)c(C)c(S(=O)(=O)N2C(=S)NC(=O)C2CC(C)C)c1C (stereo unspecified),2,-8,0.3,-13,2,-9,7,11,-10
CC1CC(=O)Nc2ccccc2N1C(=O)CSc1ccc2ccccc2n1 (stereo unspecified),.,0,.,.,6,.,.,4,-4
CC(=O)NC1=NN(C(C)=O)C2(CCCCC2)S1,12,-6,-0.8,-9,2,3,8,-4,-3
N#Cc1ccc(OCC(=O)N2CCN(S(=O)(=O)c3cccs3)CC2)cc1,6,2,0.3,1,4,12,10,0,-4
CCOC(=O)[C@@H]1[C@H]2COc3ccc(Br)cc3[C@H]2N2C(=O)N(c3ccc(F)cc3)C(=O)[C@@]12C,1,6,-1.2,5,0,-1,4,10,-6
COc1ccc(OC)c(CNCc2ccc3c(c2)OCO3)c1,4,4,0.3,5,4,0,3,0,-3
CC(N=c1ccccn1C(=O)Nc1ccc(F)cc1)c1ccco1 (stereo unspecified),4,-3,1.2,5,3,2,4,2,2
COc1ccc(OS(=O)(=O)Cc2ccccc2)cc1,4,7,0.0,-2,-6,2,2,2,-4
CC1CCN(CCCCOc2ccc(F)cc2)CC1,0,0,-0.9,0,1,-1,-8,3,9
CC(=O)N(CCCc1ccc(C(C)(C)C)cc1)CCCN(C)C,5,0,1.1,2,-1,0,8,-3,-2
Brc1ccccc1-c1nnc(-c2cccnc2)o1,1,6,-0.4,-3,1,-2,0,0,-2

# Next section.
SMILES,Bcl-xL primary,pPAFAH inh,MEX-5 binding,PME-1 primary,AHR activator,Fam108B counter,MCL1 BIM primary,PAFAH1B2 inh,GLD-1 RNA inh
COc1ccc(N2C(=O)c3ccc(C(=O)Nc4ccccc4OC)cc3C2=O)cc1,0,-4,-3.1,2,-1,2,2,2,6
CCOc1cc(C2C(C(=O)c3ccco3)=C(O)C(=O)N2CCc2ccccc2)ccc1O (stereo unspecified),3,2,1.2,1,4,3,1,5,-2
Cc1ccc(N=Nc2c(N)nn3c(C)cc(C)nc23)cc1,0,-1,-1.8,8,58*,-5,-10,3,8
CCOc1ccccc1N(C)C(=O)c1nn(-c2ccc(OC)cc2OC)c(=O)c2ccccc12,1,3,-3.6,4,-1,3,-1,2,-7
CCn1cc(S(=O)(=O)NCCc2ccc(F)cc2)cn1,2,0,-1.8,0,0,-2,1,-3,6
CCS(=O)(=O)c1nc(S(=O)(=O)c2ccc(Cl)cc2)c(NCc2ccco2)s1,-1,4,1.3,6,1,-1,-2,2,4
COc1ccc(CNC(=O)C(c2ccco2)N(C(=O)Cc2cccs2)c2cccnc2)cc1 (stereo unspecified),-14,2,-0.4,-5,2,0,-1,7,-18
COc1cccc(-c2nnc(Nc3nc4c(F)cccc4s3)o2)c1,2,29*,-5.6,44*,64*,9,8,14,7
COC(=O)c1sc(S(=O)(=O)N2CCN(c3ccc(OC)cc3)CC2)c(C(=O)OC)c1C,0,2,0.2,3,-1,5,3,0,8
COc1ccc(Br)c(-c2nc(CS(=O)(=O)c3ccc(F)cc3)no2)c1,-3,2,0.1,-1,0,-2,-8,5,2
Cc1noc(C)c1-c1ccc2nc[nH]c(=O)c2c1,5,6,-1.1,0,2,-3,3,6,9
COc1cc(NC(C)=O)c2ncccc2c1NC(C)=O,0,3,1.1,0,4,3,6,1,0
C#CCCOC(=O)N1C2=NC(C(=O)OC)=C(C(=O)OC)[C@@H]3Nc4ccccc4[C@]23C[C@H]1C(=O)OC,-2,6,-1.9,-2,4,1,-5,-2,1
CCOC(=O)c1nn(-c2ccc(C)c(C)c2)c(=O)c2c(N)scc12,-4,3,0.5,-1,1,5,13,2,2
CCc1ccc2c(c1)Sc1ccccc1CC2N1CCN(C)CC1 (stereo unspecified),3,-2,1.4,-1,0,2,-1,4,-4
Cc1nnc(SC(C)C(=O)NC2CCCc3ccccc32)n1-c1ccccc1 (stereo unspecified),7,2,2.2,6,0,0,-1,1,2
Cc1cccc2nc3ccccc3cc12,12,4,-1.7,1,-1,-2,5,8,5
Cc1csc(NC(=O)c2ccc(S(=O)(=O)N3CCCC3)cc2)n1,4,-6,4.2,-3,8,-4,-1,5,5
Cc1ccc(Cn2ccc(NC(=O)c3noc4c3CCc3ccccc3-4)n2)cc1,6,-2,0.2,-4,-2,-2,1,3,5
COC(=O)Cc1cc(C)cc2c(=O)cc(-c3ccoc3)oc12,2,13,-3.6,3,-1,-3,-1,.,-14
Nc1ccc(S(=O)(=O)N2CCOCCOCCOCCOCCOCC2)cc1,-1,-7,-1.1,-3,0,1,-7,2,-1
N#Cc1nc(Cc2ccccc2)oc1NCc1ccccc1,5,12,2.4,0,6,4,4,11,8
O=C(CCN1C(=O)c2ccccc2C1=O)NCCC1=CCCCC1,1,0,0.4,2,1,-3,0,2,3
CCOC(=O)c1cnc(SCc2nc(N)nc(Nc3ccc(F)cc3)n2)nc1N,9,-6,-0.1,-24,6,-5,9,0,-6
O=C(Nc1cccnc1)c1ccc(COc2ccccc2Br)cc1,10,-2,-2.1,-8,22,-7,7,-5,-7
O=C(Nc1ccc(OC(F)(F)F)cc1)Oc1ccccc1N1CCCCC1,4,-8,1.6,-4,0,-3,6,.,-1
COc1cc2c(cc1OC)CN(C(=O)c1cc(Cl)nc(Cl)c1)CC2,5,2,-1.4,3,1,5,6,4,4
CCOC(=O)c1cnn(-c2ccccc2)c1NC(=O)c1ccccc1C,4,1,0.5,-4,1,-3,9,1,-3

# Bioassay records as filed in PubChem BioAssay.

# Only part of the results is shown; the hit share may differ from the screen's.
